Assay outcomes from PubChem.
tim23-1 inh: growth inhibitors of tim23-1 mutant yeast, primary screen, luminescence, uHTS. S. cerevisiae tim23-1 growth, BacTiter-Glo luminescence, 24 h. inhibition, % at 20 µM. 1.3% of 330,000 active;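 active = growth inhibition of the mutant yeast at or above 50%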;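 also: temperature-sensitive mutant grown at 25 °C; plate controls were DMSO-treated mutant yeast for no effect and medium wells lacking yeast for full effect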
tim10-1 inh: growth inhibitors of tim10-1 mutant yeast, primary screen, luminescence, uHTS | S. cerevisiae tim10-1 ts strain growth, BacTiter-Glo, 24 h | inhibition, % at 20 µM | 2.2% of 330,000 active;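 active = inhibition of at least 40%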;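 also: mutant grown at 25 °C; 0% = DMSO wells with yeast and 100% = wells holding no yeast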
CHOP UPR activ: activators of apoptotic CHOP UPR arm, primary screen, cell-based, CHO-CHOP luciferase reporter, luminescence, uHTS; UPR activation; percent of tunicamycin response over DMSO baseline; activation, % at 10 µM; 0.34% of 330,000 active;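 active = at 10 µM dose, activation of 40% or more, normalized to positive control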;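 also: 100% = tunicamycin at 10 µg/mL and 0% = DMSO alone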
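System: CHO CHOP reporter cells. Amount: 500 cells per well. Buffer or medium: F12 medium, 10% FBS. Compound dosing: one dose, 10 µM in 0.5% DMSO. Incubation: 6 h compound exposure at 37 °C after overnight seeding. Technique: Steady-Glo luciferase luminescence. Benchmarks: tunicamycin and DMSO controls.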
XBP1 UPR activ: activators of adaptive XBP1 UPR arm, primary screen, cell-based, CHO-XBP1 luciferase reporter, luminescence, uHTS. IRE1-XBP1 UPR activation; percent of tunicamycin response, DMSO as zero. activation, % at 20 µM. 0.33% of 330,000 active. AID 463104, 2010;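 active = versus positive control, 20 µM dose yields 30% or more activation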;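 also: 100% = tunicamycin at 10 µg/mL and 0% = DMSO only wells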
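Material – CHO cell line with stable XBP1 luciferase reporter · Buffer or medium – F12 plus 10% FBS · Compound – single point, 20 µM final compound, 1% DMSO · Schedule – 16-18 h cell attachment at 37 °C, then 6 h compound exposure · Signal – Steady-Glo luminescence read · Benchmarks – high control tunicamycin 10 µg/mL final, low control DMSO vehicle only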
Mdm2 MdmX PPI: inhibitors of human Mdm2-MdmX association, primary screen, cell-based, luminescence, split luciferase, SaOS-2, uHTS | Protein Mdm4 (Homo sapiens) + E3 ubiquitin-protein ligase Mdm2 (Homo sapiens), … | SaOS-2 split-luciferase Mdm2/MdmX complementation | inhibition, % at 8 µM | 3% of 330,000 active | AID 485346, 2010;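 active = inhibition of at least 50% at 8 µM in the primary screen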
Target sequence (O15151 whole entry, looked up): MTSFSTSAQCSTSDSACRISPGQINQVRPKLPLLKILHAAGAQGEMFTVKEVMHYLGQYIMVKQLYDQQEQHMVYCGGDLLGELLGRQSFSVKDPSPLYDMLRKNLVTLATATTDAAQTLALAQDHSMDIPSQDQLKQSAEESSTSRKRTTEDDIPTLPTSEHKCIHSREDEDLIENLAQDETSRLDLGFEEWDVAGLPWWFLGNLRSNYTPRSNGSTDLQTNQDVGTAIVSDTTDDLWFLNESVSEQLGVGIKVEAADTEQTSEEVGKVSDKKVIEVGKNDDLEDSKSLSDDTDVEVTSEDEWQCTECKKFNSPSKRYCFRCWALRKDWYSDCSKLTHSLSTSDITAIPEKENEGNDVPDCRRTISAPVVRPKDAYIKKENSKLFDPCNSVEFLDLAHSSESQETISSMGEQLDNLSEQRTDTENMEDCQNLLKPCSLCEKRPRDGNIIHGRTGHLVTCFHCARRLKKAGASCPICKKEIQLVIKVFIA
Target sequence (Q00987 whole entry, looked up): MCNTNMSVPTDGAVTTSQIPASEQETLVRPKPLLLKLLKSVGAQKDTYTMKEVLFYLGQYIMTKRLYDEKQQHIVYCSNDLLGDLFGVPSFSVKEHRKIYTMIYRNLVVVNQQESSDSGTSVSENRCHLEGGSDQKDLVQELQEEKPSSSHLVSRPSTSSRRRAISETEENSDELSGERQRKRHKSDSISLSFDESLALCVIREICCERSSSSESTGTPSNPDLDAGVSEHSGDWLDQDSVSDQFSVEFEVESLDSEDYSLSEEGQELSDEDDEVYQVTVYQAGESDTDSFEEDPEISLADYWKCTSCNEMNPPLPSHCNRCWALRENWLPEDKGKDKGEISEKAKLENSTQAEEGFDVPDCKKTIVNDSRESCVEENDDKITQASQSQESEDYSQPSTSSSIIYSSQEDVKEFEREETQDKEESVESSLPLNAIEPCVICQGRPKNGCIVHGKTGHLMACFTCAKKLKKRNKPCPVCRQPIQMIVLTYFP
Jurkat NFkB inh: inhibitors of induced NF-kB luciferase reporter, primary screen, TCR NF-kB activation inhibitor project, cell-based, luminescence, uHTS; AID 435003, 2010; inhibition, % at 4 µM; Jurkat, PMA/ionomycin-induced NF-kB luciferase reporter; 0.53% of 330,000 active; in the data active = inhibition above about 50%
697 NFkB inh: inhibitors of PMA/ionomycin-induced NF-kB reporter, 697 cells, primary screen, B-cell NF-kB inhibitor project, cell-based, luminescence, uHTS. 697 B-cell NF-kB luciferase reporter, 16 h. inhibition, % at 4 µM. 0.33% of 330,000 active. AID 435022, 2010; in the data active = inhibition above about 35%
TIM10 inh: growth inhibitors of isogenic TIM10 control yeast, primary screen, counter-screen for tim10-1 yeast inhibitor project, luminescence, uHTS; S. cerevisiae TIM10 strain growth, BacTiter-Glo luminescence, 24 h; 1.4% of 330,000 active; AID 463195, 2010; inhibition, % at 10 µM;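 active = inhibition of 40% or more at the single tested concentration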;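 also: wild-type TIM10 isogenic control strain grown at permissive 25 °C; 0% = DMSO yeast wells and 100% = minimal medium wells without yeast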
* marks the source's active call; other numbers are inactive results.

SMILES | tim23-1 inh | tim10-1 inh | CHOP UPR activ | XBP1 UPR activ | Mdm2 MdmX PPI | Jurkat NFkB inh | 697 NFkB inh | TIM10 inh
C[n+]1cccc(C(=O)Nc2ccccc2)c1 | 2 | 7 | 0.0 | 2 | 1 | -21 | 3 | -5
NC(=O)c1c(NC(=O)C2COc3ccccc3O2)sc2c1CCN(Cc1ccccc1)C2 (stereo unspecified) | -23 | 7 | 6.6 | 2 | 10 | -18 | -23 | -8
Cc1ccc(C(=O)NN2C(=O)C3C(C2=O)C2C=CC3C23CC3)cc1 (stereo unspecified) | 9 | 5 | 1.5 | -5 | 16 | 11 | -1 | 7
Nc1nc(-c2ccccc2)c(N=Nc2ccc(Cl)cc2)s1 | 23 | 23 | -0.5 | 0 | 24 | -1 | 0 | 17
CCN(C(=O)c1cc2c(=O)[nH]c3ccc(C)cc3c2s1)c1ccc(OC)cc1 | -9 | 9 | -1.0 | 11 | 15 | -6 | -8 | 0
CCOC(=O)N1CCN(c2ccc(C(=O)CC)cc2F)CC1 | 7 | 1 | -1.0 | 0 | 10 | -9 | 11 | -1
CC1(C)C(=O)Nc2ccccc2N1C(=O)COC(=O)c1ccc([N+](=O)[O-])o1 | -1 | 10 | 2.4 | -1 | 18 | -3 | -4 | -3
O=C1/C(=C\Nc2ccc(Cl)cc2)CCN1c1ncccn1 | -1 | -13 | 2.9 | 5 | -41 | -41 | -9 | 4
CSc1nnc(SCc2nc3sc(C(=O)O)c(C)c3c(=O)[nH]2)s1 | 6 | 2 | 0.0 | 0 | 24 | -7 | -11 | 7
Cc1ccc2cc(CCNC(=O)CC(C)(C)C)c(=O)[nH]c2c1C | 13 | 18 | 0.6 | -2 | 22 | -18 | -15 | -6
CCOC(=O)N1CCN(C(=O)c2ccc(OC)cc2)CC1 | -5 | 8 | 1.8 | -4 | 8 | 10 | 20 | 15
CCOC(=O)/C=c1\s/c(=C(\C#N)C(N)=O)n(-c2ccccc2)c1=O | 9 | 15 | -1.3 | -5 | 31 | -8 | -14 | 5
O=C1Nc2cc(C(=O)NCCCN3CCOCC3)ccc2S/C1=C/c1cccc(Cl)c1 | 4 | -6 | 4.6 | -4 | 73* | 9 | -6 | -2
N#CCCN1CCN(S(=O)(=O)c2ccc(S(=O)(=O)NC3CCCC3)cc2)CC1 | 16 | 22 | 0.2 | 4 | 5 | 2 | -4 | 4
Cc1ccc(S(=O)(=O)NCC(=O)OCC(=O)N2CCN(C(=O)c3ccco3)CC2)cc1C | 22 | 9 | 0.4 | -3 | 14 | -4 | -30 | 10
O=C(/C=C\c1cccs1)N1CCN(Cc2ccc3c(c2)OCO3)CC1 | 9 | 13 | 0.6 | -2 | 12 | -21 | -13 | -13
COc1ccccc1CCNC(=O)C1CCC(=O)N(Cc2ccccc2OC)C1 (stereo unspecified) | -2 | -17 | 1.9 | 2 | 6 | 3 | -21 | -5
COc1cccc(-n2c(CN3CCN(Cc4ccccc4)CC3)nc3ccc([N+](=O)[O-])cc3c2=O)c1 | 26 | 16 | 4.4 | 3 | -9 | 9 | -27 | 14
O=C(O)c1cccc(-n2cccc2/C=C2\SC(=O)N(Cc3ccccc3F)C2=O)c1 | 31 | 6 | -0.5 | -4 | -21 | 15 | 16 | 12
CC(C)CCc1c(O)nc(SCC(C)C)[nH]c1=O | 20 | 20 | -2.3 | 0 | 8 | 7 | 19 | 10
COc1ccc(/C=C2\CN(Cc3ccccc3)C/C(=C\c3ccc(OC)cc3OC)C2=O)c(OC)c1 | 25 | 31 | 2.6 | 4 | 67* | 4 | 18 | 20
Cc1ccc(C(=O)N2CCc3ccccc32)cc1NC(=O)c1ccco1 | -27 | -40 | -2.1 | -3 | 0 | -5 | -9 | 3
O=C(NCc1ccc(F)cc1)C(=O)Nc1nc(C23CC4CC(CC(C4)C2)C3)cs1 | 4 | 9 | 3.1 | 2 | 59* | 13 | -12 | 24
COC(=O)CNC(=O)Cc1c(C)n(C(=O)c2ccc(Cl)cc2)c2ccc(OC)cc12 | 22 | 19 | 0.3 | -1 | -9 | 4 | -20 | -2
CCC(C)NCCOCCOc1ccc(C)cc1Br (stereo unspecified) | -7 | 0 | -1.7 | -1 | -1 | 9 | 4 | -20

The results go on:
SMILES | tim23-1 inh | tim10-1 inh | CHOP UPR activ | XBP1 UPR activ | Mdm2 MdmX PPI | Jurkat NFkB inh | 697 NFkB inh | TIM10 inh
CCS(=O)(=O)Nc1ccc(Cc2ccncc2)cc1 | 12 | 15 | -0.3 | -3 | -40 | 4 | 4 | 8
CCOC(=O)CNC(=O)Cn1cnc2c(oc3ccccc32)c1=O | -15 | -1 | 3.3 | 3 | 13 | -15 | -13 | -8
CC(C)(C)OC(=O)NCCCCCc1nnc(SCc2ccc(F)cc2)o1 | 20 | 26 | -0.2 | -2 | 1 | 6 | -18 | 0
CCN(CC)S(=O)(=O)c1ccc(OC)c(NC(=S)Nc2ccc(C)c(C)c2)c1 | 24 | 15 | -0.7 | -3 | 15 | -14 | 19 | 30
CCCCOc1c(Cl)cc(C(=O)N(C)CC(=O)Nc2ccc(N3CCOCC3)cc2)cc1OCC | 9 | 16 | 2.1 | -3 | 15 | 8 | -3 | 1
CCc1c(C)nc(N)nc1OCC(F)(F)C(F)F | 19 | 7 | -1.7 | -2 | 4 | -1 | 20 | -8
O=C(COC(=O)CNC(=O)c1ccccc1)NCCNC(=O)COC(=O)CNC(=O)c1ccccc1 | 4 | 6 | 0.1 | -1 | -21 | 7 | 15 | 3
COc1c(C)cccc1C(=O)Nc1ccc(N2CCN(C(=O)c3ccccc3C)CC2)cc1 | 24 | 35 | -1.7 | -6 | 47 | 32 | -22 | 14
Cc1ccc2c(c1)nnn2C1CCN(C(=O)Nc2ccccc2C)CC1 | 3 | 12 | 0.6 | -3 | 17 | -6 | -5 | -1
O=C(CSc1nncs1)Nc1ccc2c(c1)OCCO2 | 11 | 0 | 5.6 | -2 | -16 | -44 | -28 | -2
COc1ccc(OC)c(NC(=O)c2[nH]c(C)c(C(C)=O)c2C)c1 | 4 | 18 | 3.0 | 6 | 30 | -3 | 36* | 13
N#Cc1cccc(S(=O)(=O)NCC(=O)NCc2ccc3c(c2)OCO3)c1 | 10 | -7 | 1.9 | 0 | 15 | -5 | 22 | 4
Cc1ccc(S(=O)(=O)/N=C(\CSC(N)=O)Nc2ccccc2)cc1 | 7 | 2 | -0.3 | 3 | 18 | -12 | 0 | 2
COc1ccc(C(=O)O/N=C(\N)c2ccc(OC)c(OC)c2)c(OC)c1 | 30 | 38 | -0.6 | 7 | 75* | -35 | -27 | 4
Nc1nonc1C(=O)N/N=C/c1ccc(Br)o1 | 3 | -7 | 4.3 | 2 | 6 | 15 | -12 | 3
Cc1cc(C)cc(N2C(=O)CC(Sc3ncn[nH]3)C2=O)c1 (stereo unspecified) | 43 | 45* | -0.2 | -3 | 14 | -14 | 24 | 41*
CCC(=O)c1c[nH]c(C(=O)NCc2cccs2)c1 | -2 | -6 | 1.3 | -1 | 5 | -1 | 30 | -2
CN(CCC#N)C(=O)CSc1nc2scc(-c3ccccc3)c2c(=O)[nH]1 | 5 | 19 | 2.3 | -1 | 25 | 6 | 10 | -12
OC(CCCCN1CCCCC1)c1ccccc1 (stereo unspecified) | -1 | 0 | -1.8 | 0 | -7 | -8 | 1 | 9
O=C(Nc1cccc(-c2nc3ccccc3s2)c1)c1ccc2c(c1)OCO2 | -7 | -3 | 4.5 | 2 | -16 | -14 | -8 | -7
CCC(C)c1ccc(NC(=O)COC(=O)c2nc3nccc(C)n3n2)cc1 (stereo unspecified) | 8 | 16 | 3.6 | -2 | -21 | 0 | 1 | 5
CCOC(=O)c1c(C)sc2c1N(C(C)=O)c1cc(Cl)ccc1S2 | 32 | 34 | 1.6 | 7 | 37 | -6 | -12 | 6
CC(=O)N/C(=C\c1cccc([N+](=O)[O-])c1)C(=O)NC1CCCCC1 | 23 | -7 | 1.4 | -1 | -17 | 11 | -9 | 0
O=C(CNc1ccc(Cl)cc1)c1ccc(Br)cc1 | 7 | 4 | 4.6 | 3 | 9 | -8 | 18 | -14
Cc1ccc(-c2nn3c(C)nnc3c3ccccc23)cc1S(=O)(=O)N(C)CCO | 1 | 2 | -1.4 | -1 | 53* | -19 | 28 | -9

(further entries)
SMILES | tim23-1 inh | tim10-1 inh | CHOP UPR activ | XBP1 UPR activ | Mdm2 MdmX PPI | Jurkat NFkB inh | 697 NFkB inh | TIM10 inh
O=C(COC(=O)COc1ccc(Cl)cc1Br)NC1CCCCCC1 | 4 | 4 | -0.5 | 2 | -2 | -3 | 2 | -3
C(#Cc1ccccc1)CN1CCCCC1 | 2 | -7 | -1.2 | 2 | 2 | -13 | -16 | -3
CC(O/N=C\c1ccccc1O)C(=O)Nc1ccccc1C(=O)N1CCOCC1 (stereo unspecified) | 12 | 9 | -0.2 | -2 | -15 | 3 | -2 | 1
C/C(=N/NC(=O)Cc1cccs1)c1ccco1 | 8 | 8 | 1.2 | 3 | 29 | 19 | -1 | 4
CCCCN1C(=O)C(NC(C)=O)c2ccccc21 (stereo unspecified) | 0 | 8 | -1.9 | -2 | -2 | -1 | -13 | -4
CC(C)(C)n1nnnc1C(c1ccc(F)cc1)N(Cc1ccc(F)cc1)Cc1ccco1 (stereo unspecified) | 25 | 32 | 12 | 3 | 61* | 9 | -4 | -4
O=C(CSc1nnc(Cc2ccccc2)o1)Nc1cccc(F)c1 | 14 | 9 | 2.1 | -1 | 16 | 0 | -1 | 8
Cc1cccc(N2CC(C(=O)Nc3ccccc3N3CCOCC3)CC2=O)c1C (stereo unspecified) | 6 | 0 | 1.4 | 0 | 3 | 10 | 12 | 4
COc1ccc(C2C(=O)c3ccccc3C2=Nc2ccc(Br)cc2)cc1 (stereo unspecified) | 10 | -6 | 0.2 | 10 | 20 | -11 | -16 | -24
Cc1ccc(Nc2nc(N)nc(CSC(=S)N3CCOCC3)n2)cc1 | 16 | 27 | 5.6 | 8 | -51 | -97 | -92 | 21
Cc1onc(-c2ccccc2)c1C(=O)NC(C)C | -6 | -20 | 5.1 | 0 | -22 | 6 | -1 | -5
O=C(Cn1nnc2ccccc2c1=O)NCc1ccco1 | 9 | -10 | -3.1 | 0 | 13 | 0 | 18 | -4
Cc1cccc(NC(=O)COC(=O)c2n[nH]c3ccccc23)c1C | 17 | -12 | 1.5 | -1 | 18 | 25 | 7 | -7
CCOC(=O)c1ccc2c(c1)N(Cc1ccccc1C)C(=O)c1ccccc1S2=O (stereo unspecified) | 26 | 22 | -1.3 | 1 | -1 | -2 | 7 | 8

Entries of single compounds as entered above.
COc1ccc(/C=C2\CN(Cc3ccccc3)C/C(=C\c3ccc(OC)cc3OC)C2=O)c(OC)c1 as listed: tim23-1 inh = 25; tim10-1 inh = 31; CHOP UPR activ = 2.6; XBP1 UPR activ = 4; Mdm2 MdmX PPI = 67*; Jurkat NFkB inh = 4; 697 NFkB inh = 18; TIM10 inh = 20
CCC(C)NCCOCCOc1ccc(C)cc1Br (stereo unspecified) as listed: tim23-1 inh = -7; tim10-1 inh = 0; CHOP UPR activ = -1.7; XBP1 UPR activ = -1; Mdm2 MdmX PPI = -1; Jurkat NFkB inh = 9; 697 NFkB inh = 4; TIM10 inh = -20
